# Screens from PubChem BioAssay.
# Epigenetic derep – Quantitative High-Throughput Screen for Regulators of Epigenetic Control; murine LDR cells, GFP reporter derepression, 30 h; actives 0.2% (n = 280,000); Potency, µM (series often up to 53.9 µM), for inactives: at the highest dose GFP activation, usual class: activators; active = well fitted activation curve with a large enough effect; inconclusive = small, poorly fitted or top-dose-only effect; also: % of control where 0% means no effect; nearly all actives have a fitted effect of over 60% in size
#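 GFP-positive cell count by laser-scanning cytometry (objects 20–120 um) after 30 h, 37 C compound exposure of murine LDR cells; reporter is CMV-GFP integrated at a silenced locus, inducible by HDAC or DNMT inhibitors.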
# Numbers without * were called inactive; ? = inconclusive. Potency is read from the fitted curve at half-maximal effect. Not all compounds are listed; rates above refer to the full screens.
# The first 3 compounds, to show the layout:
SMILES,Epigenetic derep
COc1ccc(NC(=O)CN2C(=O)COc3ccc(S(=O)(=O)NC4CCCC4)cc32)cc1OC,-0.2%
Cc1ccc(CNC(=O)c2c(-c3ccc(F)cc3F)noc2C)o1,3.3%
Cc1nn(-c2ccccc2)c2nc(C3CC3)cc(C(=O)Nc3cccc(F)c3)c12,-1.3%

# The list itself, previewed entries included:
SMILES,Epigenetic derep
COc1ccc(NC(=O)CN2C(=O)COc3ccc(S(=O)(=O)NC4CCCC4)cc32)cc1OC,-0.2%
Cc1ccc(CNC(=O)c2c(-c3ccc(F)cc3F)noc2C)o1,3.3%
Cc1nn(-c2ccccc2)c2nc(C3CC3)cc(C(=O)Nc3cccc(F)c3)c12,-1.3%
COc1cc(CCC(=O)NCc2ccc3c(c2)CCN3C(=O)c2cccc(C)c2)cc(OC)c1OC,0.5%
CCCCOC(=O)CSc1ncnc2sc3c(c12)CCC(C)C3 (centres undefined),-1.9%
Cc1ccc(NC(=O)c2oc3ccccc3c2NC(=O)C2CCCCC2)cc1,-3.1%
Cc1ccc(-c2cc(C(F)(F)F)n3nc(C(=O)NCC45CC6CC(CC(C6)C4)C5)cc3n2)cc1,0.9%
CCOc1ccccc1NS(=O)(=O)c1cc(-c2cnc(C3CC3)o2)ccc1C,-1.6%
COc1cccc(N2CCN(C(=O)C3CCN(S(=O)(=O)c4cccc5nonc45)CC3)CC2)c1,-1.3%
Cc1ccccc1Nc1c(-c2ccsc2)nc2c(C)cccn12,1.0%
COc1ccc(CCNC(=O)CCn2c(=O)c3ccccc3n(Cc3ccccc3)c2=O)cc1OC,1.7%
Cc1ccc(S(=O)(=O)Nc2cc3c(cc2C)n(C)c(=O)c(=O)n3C)c(C)c1,0.0%
CCOC(=O)C1=C(CN2CCN(c3ccccc3F)CC2)NC(=O)NC1c1ccc(OC)cc1 (centres undefined),-1.2%
CCc1cccc(C)c1NC(=O)CSc1nnc(CC)n2c1cc1occc12,-3.3%
O=C(c1ccc2c(c1)N(Cc1ccccc1Cl)C(=O)c1ccccc1S2)N1CCCC1,-0.2%
Cc1ccc(NC(=O)CSc2nnc(-c3cc4occc4n3C)n2-c2ccccc2C)c(Cl)c1,-1.2%
CCN(CC)CCCNC(=O)Cn1c(-c2cccs2)cc2cc(Cl)ccc21,-1.2%
CCc1ccc(-n2nc(C)c3c(C)cc(=O)n(CC(=O)Nc4ccc(OC)c(OC)c4)c32)cc1,1.5%
CCOC(=O)Cn1nc(C)c(NC(=O)COc2ccc(Cl)cc2C)c1C,-1.1%
Cc1ccc(C(=O)NCC(c2ccc3c(c2)OCO3)N2CCN(C)CC2)cc1C (centres undefined),1.1%
CCCc1nn2c(=O)cc(COC(=O)c3ccc4c(c3)OCO4)nc2s1,0.0%
COc1ccc(NC(=O)Cn2c(=O)n(Cc3ccco3)c(=O)c3sc4ccccc4c32)c(OC)c1,?
Cc1ccc(NC(=O)Nc2nnc(SCC(=O)N(C(C)C)C(C)C)s2)cc1,2.4%
Cc1ccc(C(=O)c2oc3ccccc3c2NC(=O)c2cc(-c3ccccc3)on2)cc1F,-0.8%
CCc1ccc(C2N3CC4(C)CN2CC(c2ccccc2)(C3)C4=O)cc1 (centres undefined),?
COc1ccc(N(C)C(=O)Cn2cnc3sc(C)c(S(=O)(=O)N4CCN(c5ncccn5)CC4)c3c2=O)cc1,-0.9%
CCOCCc1nn2c(=O)cc(COC(=O)c3ccc(NC(=O)c4ccc(F)cc4)cc3)nc2s1,-2.7%
COc1cccc(CNC(=O)C(=O)NCC(c2ccc3c(c2)OCO3)N2CCOCC2)c1 (centres undefined),0.8%
O=C(Cn1c(=O)oc2cc(Cl)ccc21)Nc1cccc(C(F)(F)F)c1,-1.1%
O=C(NCCN1CCN(c2cccc(Cl)c2)CC1)Nc1ccccc1C(F)(F)F,1.6%

# Retrieved by structure from above (2):
SMILES,Epigenetic derep
Cc1ccc(C(=O)c2oc3ccccc3c2NC(=O)c2cc(-c3ccccc3)on2)cc1F,-0.8%
O=C(c1ccc2c(c1)N(Cc1ccccc1Cl)C(=O)c1ccccc1S2)N1CCCC1,-0.2%

# (cont.)
SMILES,Epigenetic derep
CCc1ccc(CNC(=O)c2cnc3sc(N4CCCCCC4)nn3c2=O)cc1,0.8%
CC(=O)c1cccc(NC(=O)Cn2c(=O)oc3cc(S(=O)(=O)NCc4ccccc4)ccc32)c1,0.0%
Cc1cc(OCC(=O)N(Cc2ccc(N(C)C)cc2)C2CCS(=O)(=O)C2)cc(C)c1Cl (centres undefined),0.0%
Cc1ccc(CN2c3ccccc3S(=O)(=O)c3ccccc32)cc1,1.5%
CCc1ccccc1NC(=O)c1cc2c(Cl)nc3ccccc3c2s1,3.3%
CCCCN(CC)c1nc(-c2ccccc2F)nc2ccccc12,-1.1%
O=C(Nc1ccc(S(=O)(=O)N(Cc2ccccc2)c2ccccc2)cc1)c1ccc(F)cc1,-3.2%
CCOC(=O)c1ccccc1NC(=O)Cn1c(=O)n(Cc2nc(-c3ccccc3)no2)c(=O)c2ccccc21,8.1%
Cc1ccc(C)c(NS(=O)(=O)c2cc3c(cc2C)n(C)c(=O)c(=O)n3C)c1,-1.2%
COc1ccc(-c2nc(Cn3c(=O)cc(C)c4c(C)nn(-c5ccccc5)c43)c(C)o2)c(OC)c1,0.0%
COc1ccc(-n2nnnc2C2CCN(S(=O)(=O)c3cccc(C(F)(F)F)c3)CC2)cc1,4.1%
Nc1nonc1-c1nc2ccccc2n1CC(=O)Nc1ccccc1C(=O)O,-1.0%
COc1ccc(/C=C/C(=O)Nc2ccc(Cl)cc2Cl)cc1,-0.8%
COc1ccccc1CNC(=O)CCc1c(C)nc2cc(-c3ccc(Cl)cc3)nn2c1C,1.1%
CN(CC(=O)NCc1ccc(Cl)cc1)S(=O)(=O)c1ccc2c(c1)c(=O)n(C)c(=O)n2C,-0.3%
Cc1cccc(N2CCN(C(=O)c3cn(C)c4ccc(S(=O)(=O)N(C)C)cc4c3=O)CC2C)c1 (centres undefined),2.2%
Cc1ccc(CN(Cc2ccco2)C(=O)c2ccccc2Cl)o1,8.4%
O=C(COc1ccccc1Cl)Nc1nc2c(s1)CCCC2,-4.3%
CCOC(=O)c1c(S(=O)(=O)N2CCC(C(=O)N3CCN(c4ccc(F)cc4)CC3)CC2)c(C)n(C)c1C,-0.2%
COc1cc(Cl)c(C)cc1Nc1ncnc2c1nc1n2CCCC1,-1.2%
COc1cccc(CNC(=O)Cn2cc3c(n2)-c2c(oc(C(=O)N4CCCC4)c2C)CC3)c1,1.7%
Cc1cc(OCC(=O)Nc2cc(-c3nc4ncccc4o3)ccc2C)ccc1Cl,4.8%
CN1CCc2nc3sc(C(=O)Nc4c(F)cccc4F)c(N)c3cc2C1,-0.2%
COc1ccc(-c2noc(-c3ccc(N4CCN(c5ccc(OC)cc5)CC4)c([N+](=O)[O-])c3)n2)cc1,0.4%
CCN1CCC(N(Cc2ccc3c(c2)OCO3)C(=O)Nc2cccc(C)c2C)CC1,-1.2%
Cc1ccc(OCC(=O)Nc2nonc2-c2ccc(C)c(C)c2)cc1C,-1.8%
COc1ccc(-c2nc3n(n2)C(c2ccc(OC)cc2)C(C(=O)Nc2cccnc2)=C(C)N3)cc1 (centres undefined),-1.3%
COc1ccc(CCNC(=O)c2cnc3sc(N4CCCCCC4)nn3c2=O)cc1,2.7%
O=C1CCCc2cc(S(=O)(=O)N3CCCC(C(=O)NCc4ccccc4)C3)ccc2N1 (centres undefined),1.1%
Cc1ccc(CN(C(=O)COc2ccc(Cl)cc2)c2ccccn2)o1,-3.2%
COc1cccc(NC(=O)c2oc3ccccc3c2NC(=O)Cc2cccc(C)c2)c1,2.9%
CCOc1ccc(CNC(=O)CSc2nnc(C)c3c(C)n(-c4ccc(Cl)cc4)nc23)cc1,?
CCn1c(=O)c2sccc2n2c(CCC(=O)N3CCN(c4ccccc4OC)CC3)nnc12,-1.8%
CCn1cc(C(=O)N2CCN(c3ccccc3)CC2)c(=O)c2cc(S(=O)(=O)N(C)C3CCCCC3)ccc21,0.5%
Cc1cccc(NC(=O)NCCOCCn2c(=O)oc3ccccc32)c1C,7.8%
CCOc1ccccc1NC(=O)CSc1ccc2nnc(CCNS(=O)(=O)c3ccccc3)n2n1,-4.2%
CSc1ccc(CCNC(=O)CCCn2nc(C)c3sc4ccccc4c3c2=O)cc1,-3.0%
CCc1ccc(N2C(=O)CS(=O)(=O)C23C(=O)N(Cc2ccccc2F)c2ccccc23)cc1 (centres undefined),0.0%
COC(=O)c1ccccc1NC(=O)CN(c1ccccc1OC)S(C)(=O)=O,-1.9%
O=C(Nc1ccc(C(=O)OCc2cc(=O)n3nc(C4CC4)sc3n2)cc1)c1cccc(Cl)c1,9.5%
COc1cccc(NC(=O)Cn2nc(C)c3c(C)n(-c4ccccc4)nc3c2=O)c1,-1.1%
O=C(NCc1ccccc1)C1CCN(S(=O)(=O)c2ccc3c(c2)CCCN3C(=O)C2CCC2)CC1,0.0%
CCCNC(=O)Cn1c(=O)c2cccn2c2cccnc21,2.7%
Cc1cccc(NC(=O)N2CCC(CN3CCCCCC3)CC2)c1C,-1.2%
Cn1nc(C(=O)NCc2cccc(Cl)c2)c2c1-c1ccccc1S(=O)(=O)C2,0.0%
COc1cc(C(=O)Nc2ccccc2-c2nc(-c3ccc(C)cc3)no2)cc(OC)c1OC,8.1%
COc1ccccc1N1CCN(S(=O)(=O)c2cc(-c3cc(C)no3)ccc2C)CC1,-1.7%
Cc1cc(C)c(Cn2c3ccccc3c3cnn(CC(=O)NC4CCCCCC4)c(=O)c32)c(C)c1,-4.5%
COc1cc2c(=O)n(Cc3ccccc3)c(=O)n(CC(=O)Nc3cc(C(F)(F)F)ccc3Cl)c2cc1OC,3.2%
CCCSc1nnc2c(n1)OC(c1ccc(Br)s1)Nc1ccccc1-2 (centres undefined),-1.0%
COc1ccc(NC(=O)c2sc3nc(C)c(C(=O)Nc4ccc(C)cc4C)c(-c4ccc(Cl)cc4)c3c2N)cc1,-1.1%
O=C(NC1CC(=O)N(c2cccc(F)c2)C1)c1ccc(Br)o1 (centres undefined),0.4%
CCOC(=O)c1ccc(NC(=O)CC2Sc3ccc(C(F)(F)F)cc3NC2=O)cc1 (centres undefined),7.2%
O=C(CCSCc1cccc(Cl)c1)NCc1ccccc1Cl,2.7%
COc1ccc(-c2nnc(SCC(=O)N3CCc4ccccc43)o2)cc1OC,1.9%
CCSc1nnc2c(n1)OC(c1ccc(OC)cc1OC)N(C(C)=O)c1ccccc1-2 (centres undefined),-0.1%
CCCC1=Nc2cc(C(=O)N3CCC(C(=O)OCC)CC3)ccc2Sc2ccccc21,-1.8%
COc1ccc(Cn2ccc3nc(C)c(C(=O)NCc4ccc(OC)cc4OC)cc3c2=O)cc1,?
N#Cc1ccccc1CSc1nnc2ccc3ccccc3n12,-3.2%
Cc1c(C(=O)N2CCCCCC2)c(S(=O)(=O)Nc2ccc(OC(F)(F)F)cc2)c(C)n1C,0.0%
# Next section.
SMILES,Epigenetic derep
Cc1ccccc1NC(=O)c1c(C)oc2ccc(O)c(CN3CCOCC3)c12,0.0%
O=C(Cc1ccc(F)cc1)N1CCC(c2nc3c(nnn3Cc3ccc(Cl)cc3)c(=O)[nH]2)CC1,-1.9%
O=C(COc1ccccc1)Nc1ccc(OCc2cc(=O)n3ccsc3n2)cc1,-0.6%
COc1ccc(S(=O)(=O)c2nnn(-c3ccc(C(C)C)cc3)c2C)cc1,2.2%
COc1ccc2oc(=O)c(-c3nc4ccc(C)cc4[nH]3)cc2c1,11µM*
COc1ccc(Cl)cc1NC(=O)Cn1c2ncccc2c(=O)n1-c1ccc(C)c(C)c1,-0.9%
Cc1ccc2cccc(NC(=O)C(C)(C)Oc3ccc(Br)cc3)c2n1,0.0%
CC(C)(C)c1ccc(C(=O)NC2(C(F)(F)F)C(=O)Nc3c2c(=O)[nH]c(=O)n3-c2ccccc2)cc1 (centres undefined),0.8%
CCOc1ccc(C(=O)Nc2cccc(NC(=O)c3ccc(C(C)(C)C)cc3)c2)cc1Br,-0.5%
COc1ccc(C(=O)NCCSc2c(C)[nH]c3ccccc23)cc1,-1.0%
CCOc1ccc(CCNC(=O)c2ccc(Cn3c(=O)c4cccn4c4cccnc43)cc2)cc1,2.7%
Cc1cccc(NC(=O)Cn2c(=O)n(CCc3ccccc3)c(=O)c3ccccc32)c1,0.2%
Cc1ccc(S(=O)(=O)c2nnn(CC(=O)Nc3ccccc3C)c2N)cc1C,-1.1%
COc1ccccc1CNC(=O)Cc1csc2nc(-c3ccccc3)cn12,-0.9%
CCN(CC)c1ccc(NS(=O)(=O)c2ccc3c(c2)CCCN3C(C)=O)c(C)c1,0.0%

# Some values from the list.
# Epigenetic derep, COc1ccc(C(=O)NCCSc2c(C)[nH]c3ccccc23)cc1 reads -1.0%
# Epigenetic derep, COc1ccc2oc(=O)c(-c3nc4ccc(C)cc4[nH]3)cc2c1 reads 11µM*

# The main list resumes with the 3 entries that preceded the break.
SMILES,Epigenetic derep
Cc1ccc(S(=O)(=O)c2nnn(CC(=O)Nc3ccccc3C)c2N)cc1C,-1.1%
COc1ccccc1CNC(=O)Cc1csc2nc(-c3ccccc3)cn12,-0.9%
CCN(CC)c1ccc(NS(=O)(=O)c2ccc3c(c2)CCCN3C(C)=O)c(C)c1,0.0%
COc1ccc(OC)c(CCNC(=O)c2c(C)nn(-c3ccc(F)cc3)c2-n2cccc2)c1,-2.8%
O=C(CSC1=Nc2ccccc2N=C(c2ccc(F)cc2)C1)Nc1ccc(Cl)cc1,3.4%
CCN(CC)C(=O)c1sc2c(c1C)c(=O)n(Cc1ccccc1)c(=O)n2Cc1ccccc1C,-0.5%
CCN(CC)C(=O)Cn1c(=O)n(CCCCCC(=O)NCc2ccc3c(c2)OCO3)c(=O)c2sccc21,-1.8%
Clc1cccc(N2CCN(c3nc4ccccc4n4cnnc34)CC2)c1,2.7%
